Screens: PubChem BioAssay, several laboratories
HTRA1 inhibitor: blocks human HTRA1 serine peptidase. Q92743. recombinant HTRA1, FP-rhodamine activity-based probe, fluorescence polarization. inhibition, % at 5.96 µM. 340,000 tested, 0.5% active; in the data active means inhibition above about 36%;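 further: 0% = enzyme with DMSO and 100% = wells lacking enzyme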
rCAG RNA binder: molecules binding r(CAG) RNA repeats; inhibition, % at 3 µM; 370,000 tested, 1.3% active; r(CAG) RNA repeat, TO-PRO-1 dye displacement fluorescence; AID 651821;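 active means inhibition above the plate cutoff, the mean of all test compounds on that plate plus 3 SD, cut at about 35% in these data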;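 further: 0% = DMSO alone and 100% = 100 µM mitoxantrone as full dye displacement; higher means more dye released from RNA so lower well fluorescence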
NPR2 activator: GC-B (human) receptor activation | activation, % at 10 µM | HEK293-GC-B cells, CNP EC30, cGMP TR-FRET; 0% at EC30 CNP, 100% saturating CNP | 370,000 tested, 0.11% active | P20594 | AID 1920062;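 active means activation at 10 µM reaching about 35% in either raw or pattern-adjusted values, limit read from the data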
SIAE primary: human SIAE inhibition, primary screen | Q9HAT2 | SIAE FP-Rh probe binding, fluorescence polarization | inhibition, % at 9.66 µM | 370,000 tested, 0.69% active;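 active means inhibition above a cutoff: mean of compounds within the control limits plus 3 SD of those, cut at about 17% in these data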;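 further: 0% = plate median of compound wells and 100% = probe without SIAE protein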
TCR-CD3 inh: human TCR-CD3 binding inhibition; TAMRA-labeled TCR probe fluorescence, biochemical; inhibition, % at 9.4 µM; 360,000 tested, 0.37% active; AID 651800; in the data active means inhibition above about 19%;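 further: recombinant mutant TCR 2C K166C tagged with TAMRA read by polarization; 0% = receptor in buffer alone and 100% = receptor with positive control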
mABHD4 FP: ABHD4 (mouse) inhibition, primary FP screen; Q8VD66; purified mABHD4, FP-Rh probe fluorescence polarization; inhibition, % at 8.92 µM; 370,000 tested, 0.54% active;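 active means inhibition exceeding the mean over every tested compound plus 3 SD, cut at about 30% in these data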;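 further: 0% = plate median of compound wells and 100% = S159A mutant with DMSO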
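Assay system: Wild-type mouse ABHD4 protein | Medium: HEPES pH 7.0 buffer, 150 mM NaCl, 0.01% Pluronic F-127 | Incubation: Enzyme–compound pre-incubation 45 min, then probe 60 min, both 25 °C | Technique: Fluorescence polarization with parallel and perpendicular emission, 525/598 nm | Evaluation: % inhibition of FP-Rh probe binding versus controls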
MBD2 DNA inh: MBD2-methylated oligo binding inhibition. Q9UBB5. TR-FRET, MBD2 binding to methylated oligonucleotide. inhibition, % at 4.4 µM. 370,000 tested, 0.31% active. AID 686964; in the data active means inhibition above about 13%
Target sequence (Q9UBB5 whole entry, looked up): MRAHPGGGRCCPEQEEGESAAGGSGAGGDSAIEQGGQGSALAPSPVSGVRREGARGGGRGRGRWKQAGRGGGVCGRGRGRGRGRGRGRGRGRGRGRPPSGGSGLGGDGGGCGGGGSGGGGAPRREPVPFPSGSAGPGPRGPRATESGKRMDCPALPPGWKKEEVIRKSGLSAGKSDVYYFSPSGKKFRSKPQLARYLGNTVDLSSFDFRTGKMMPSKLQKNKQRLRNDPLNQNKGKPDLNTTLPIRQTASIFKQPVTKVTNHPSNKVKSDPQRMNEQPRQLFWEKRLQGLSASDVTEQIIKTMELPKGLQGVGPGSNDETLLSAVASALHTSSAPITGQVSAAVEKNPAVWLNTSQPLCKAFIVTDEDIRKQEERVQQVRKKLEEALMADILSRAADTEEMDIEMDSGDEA
UHRF1 binding: blocks human UHRF1 binding to methylated DNA; 370,000 tested, 0.75% active; Q96T88; AID 687016; UHRF1 binding to methylated oligo, TR-FRET; inhibition, % at 4.4 µM; in the data active means inhibition above about 21%;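 further: UHRF1 SRA domain binding a hemimethylated CpG hairpin DNA probe; 0% = median of test compound wells and 100% = reference inhibitor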
GC-A act: GC-A (human) enzyme activation; P16066; HEK293 GC-A cells, cGMP TR-FRET, EC30 ANP; 0% at EC30 ANP, 100% saturating ANP; activation, % at 10 µM; 370,000 tested, 0.14% active; AID 1671463; in the data active means activation above about 40%
PRMT1 inh: inhibitors of human PRMT1; 370,000 tested, 1.3% active; Q99873; inhibition, % at 2.79 µM; recombinant PRMT1, activity-based probe fluorescence polarization;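 active means inhibition above about 21% made by adding two undisclosed values, limit read from the data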
Target sequence (Q99873 whole entry, looked up): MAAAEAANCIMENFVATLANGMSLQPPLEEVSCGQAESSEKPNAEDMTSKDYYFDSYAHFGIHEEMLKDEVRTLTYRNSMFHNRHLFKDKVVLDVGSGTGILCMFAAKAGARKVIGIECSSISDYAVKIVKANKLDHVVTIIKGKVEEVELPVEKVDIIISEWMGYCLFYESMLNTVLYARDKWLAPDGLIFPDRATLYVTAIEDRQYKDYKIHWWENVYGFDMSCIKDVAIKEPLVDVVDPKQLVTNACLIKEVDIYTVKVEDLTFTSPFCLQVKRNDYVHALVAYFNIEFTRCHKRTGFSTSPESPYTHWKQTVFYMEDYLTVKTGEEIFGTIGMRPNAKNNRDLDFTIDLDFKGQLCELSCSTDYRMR
* marks the source's active call; other numbers are inactive results; . = not tested or not shown.

SMILES	HTRA1 inhibitor	rCAG RNA binder	NPR2 activator	SIAE primary	TCR-CD3 inh	mABHD4 FP	MBD2 DNA inh	UHRF1 binding	GC-A act	PRMT1 inh
Cn1c(=O)c2cc3c(nc2n(C)c1=O)CC(c1ccccc1)CC3=O (stereo unspecified)	-1	-3	-7	-3	5	3	-1	2	7	0
COCCNc1nc(NCCNC(C)=O)c2sc(-c3ccccc3)cc2n1	.	1	-9	4	-5	3	-9	-6	5	-8
Nc1ncnc2c1ncn2[C@@H]1O[C@H](CNC(=O)[C@@H]2CCCN2S(=O)(=O)c2ccc(F)cc2)[C@@H](O)[C@H]1O	9	2	2	2	5	3	-4	2	-4	-3
O=c1c2ccccc2nc(-c2ccc(Cl)c(Cl)c2)n1O	3	0	-5	-3	3	0	-2	-3	1	-3
COC(=O)c1cc(NC(=O)CSc2ncn[nH]2)ccc1Cl	-1	3	-3	-4	8	-2	1	4	-1	3
COc1cccc(/C=N/NC(=O)CC2C(=O)NN=C2C)c1O (stereo unspecified)	-4	0	-1	3	-5	8	0	-4	0	0
Cc1nn(-c2ccccc2)c(N2CCCC2)c1/C=C1\N=C(c2ccc(F)cc2)OC1=O	5	-1	-10	4	-9	-2	3	0	-26	0
O=C(Cc1cccc(NC(=O)C2CCN(C(=O)C3CCCCC3)CC2)c1)Nc1cccc(C(=O)N2CCCC2)c1	-6	-4	-2	-2	-3	-1	0	-2	0	1
Cc1nc(N2CCOCC2)nc(OC(C)C)c1[N+](=O)[O-]	-1	-5	7	6	2	3	-4	-1	4	-2
COc1ccc(/C=C(\C#N)C(=O)C(C)(C)n2cncn2)cc1	-7	0	4	0	0	1	-3	0	12	7
CCCCCCSc1nsc(NC(=O)CC(C)C)n1	-35	1	3	-9	-1	-10	0	1	-1	1
C=C(C)C(O)Cc1c(OC)ccc(C(=O)/C=C/c2ccc(O)cc2)c1O (stereo unspecified)	-67	13	-9	-13	-3	-9	-1	-3	-1	5
Cc1ccc(Cl)cc1NC(=O)c1ccc(NC(=O)CCC(=O)O)cc1	0	2	0	0	3	-5	-6	1	-2	-1
CC(C)NC(=O)NC(=O)CSc1nncn1C	-1	0	2	-8	-8	-4	8	9	1	2
O=C(CCN1C(=O)C2C3C=CC(C4CC34)C2C1=O)Oc1ccc(Br)cc1 (stereo unspecified)	4	-2	-3	4	1	-7	2	0	-3	-1
Cc1cccc(C)c1NC(=O)CSCC(=O)c1ccc(O)c(O)c1	30	10	3	0	5	32*	-1	2	2	39*
COc1ccc(S(=O)(=O)NCC(=O)NCc2cc(=O)n(C)c(=O)n2C)cc1F	-1	2	-1	-2	0	5	-3	5	2	2
COc1cccc(C2C(=O)N(C3CCCCC3)CC(=O)N2Cc2ccc(F)cc2)c1 (stereo unspecified)	-9	-9	-4	2	4	-1	-2	-1	-1	0
CCn1c(=O)cc(SCC(=O)NCC2CCCO2)c2ccccc21 (stereo unspecified)	7	-5	8	-1	2	7	-2	3	-3	3
O=C(CCN1C(=O)/C(=C\C=C\c2ccccc2)SC1=S)Nc1ccccc1C(=O)O	-39	42*	-1	-6	1	-6	1	0	-3	4
Cc1ccc(CCC(=O)Nc2nccs2)o1	-5	0	-1	4	5	1	-6	0	1	0
Cn1cnc([N+](=O)[O-])c1S(=O)(=O)Oc1cccc2ccccc12	6	2	0	-2	4	2	2	0	-2	23*
COC(=O)c1c(C)oc2ccc(N(C(=O)c3ccncc3)S(=O)(=O)c3ccc(C)cc3C)cc12	-34	4	-3	-2	2	9	4	2	-13	0
O=C(NCc1ccco1)C(=O)c1c[nH]c2ccccc12	3	-2	-4	-2	5	-6	-2	-1	7	1
CC(C)n1nnnc1SCC(=O)N1N=C(c2cccs2)CC1c1cccs1 (stereo unspecified)	-6	0	-1	-3	0	-1	0	-2	0	0
CSCCC(NS(=O)(=O)/C=C/c1ccccc1)C(=O)N1CCC(C)CC1 (stereo unspecified)	-7	-7	0	3	-4	0	7	0	-3	0
C[C@H](CO)N1C[C@H](C)[C@@H](CN(C)Cc2ccc(Cl)c(Cl)c2)Oc2c(NS(=O)(=O)c3cn(C)cn3)cccc2C1=O	-7	3	-2	-2	-2	-2	-1	-4	0	-5
COC(=O)CC/C(O)=C1/C(=N)CC(C)(C)CC1=O	6	1	5	-3	5	0	1	0	5	1
CCOc1ccc(OCCNC(=O)c2ccc3c(c2)nnn3CC)cc1	-10	1	-1	7	-4	-5	2	2	-4	-3
Cc1ccc(NC(=S)N(C)N)cc1Cl	0	-4	2	2	4	5	1	3	4	-2
CC(C)C(NC(=O)COc1ccccc1)C(=O)O (stereo unspecified)	5	3	3	2	2	-1	2	-2	1	-2
CCN(CCO)C(=S)Nc1cc(S(=O)(=O)N(C)C)ccc1C	5	2	-2	2	5	-2	-1	-3	-6	-1
COc1ccc(-c2ccc(N)cn2)cn1	2	0	1	1	-1	10	6	-1	0	1
Cc1nc(C)c(C(=O)C2=C(O)C(=O)N(CCCn3ccnc3)C2c2ccc(Cl)cc2)s1 (stereo unspecified)	2	4	8	4	2	0	-7	-6	0	-3
Cc1ccc(-c2n[nH]c(=O)c3ccccc23)cc1S(=O)(=O)N(C)C	0	-2	1	1	-2	4	-1	0	-7	-2
CC(C)NC(=O)c1cc(-c2cccs2)on1	5	-4	0	-10	0	4	-2	-2	4	-1
CNC(=O)COc1ccc(S(=O)(=O)Nc2ccc(OC)cc2)cc1	3	1	0	0	6	0	1	1	1	-3
COc1cccc(/C=c2/s/c(=C(\C#N)C(=O)N3CCOCC3)n(-c3ccccc3)c2=O)c1	2	2	4	-5	6	5	-2	0	1	-3
CN(C)c1nc(N)c([N+](=O)[O-])c(NCC2CCCO2)n1 (stereo unspecified)	.	-2	3	9	5	1	-1	-1	-2	-2
O=C(O)CCNS(=O)(=O)c1ccc2ccccc2c1	-3	3	1	-2	1	1	0	1	2	-1
Cc1ccc(CC2C(=O)N(c3cc(C)ccc3C)C(=O)C2C)cc1 (stereo unspecified)	-10	-7	3	-2	1	0	-4	1	-4	3
COc1ccc(C(=O)c2ccc(OC)c(OC)c2OC)cc1	1	0	-1	-3	-1	-3	1	1	-4	-2
COc1ccc(CNC(=O)C2CCCN2S(=O)(=O)c2ccccc2)cc1 (stereo unspecified)	-3	-1	4	8	-2	0	-1	-2	3	-2
O=C(c1ccc([N+](=O)[O-])s1)N1CCN(c2ccccn2)CC1	-1	2	-9	1	6	7	-4	-3	-5	1
Cc1cc(SCC(=O)OCC(=O)c2c(N)n(C)c(=O)n(C)c2=O)c(C)cc1Br	-11	-2	-2	2	3	-5	-2	0	-3	-2
CCSc1nnc(NS(=O)(=O)c2ccc(OC)cc2)s1	7	15	-2	-6	4	-5	-7	0	5	-3
Cc1ccc(C(=O)OCC(=O)NCc2cccs2)cc1C	4	0	0	2	3	-2	-2	5	-1	5
CC1=CC(=C2C(=O)c3ccccc3C2=O)C=C(C)N1C	1	-3	-3	-4	-8	3	-10	-3	8	-4
CCCSc1cc(N2CCOCC2)nc(-c2ccccc2Cl)n1	-6	-3	-2	3	-7	-2	4	0	-3	1
CC12CCC=CC1=C(C=O)C1C2CCC2(C)C(O)CCC12 (stereo unspecified)	-7	2	3	-5	-2	0	1	-2	2	-1

(listing goes on)
SMILES	HTRA1 inhibitor	rCAG RNA binder	NPR2 activator	SIAE primary	TCR-CD3 inh	mABHD4 FP	MBD2 DNA inh	UHRF1 binding	GC-A act	PRMT1 inh
O=C(C1CCCO1)N1CCc2ccccc21 (stereo unspecified)	4	1	-7	0	-4	2	-3	3	5	3
COc1ccc(-c2nc(C=O)cs2)cc1	-3	4	-9	10	-2	1	-5	-3	-4	-3
CN(C(=O)c1cccs1)c1ccc(OCC(=O)Nc2ccc(C(=O)O)cc2)cc1	-4	2	3	-1	1	-6	-1	-2	2	-1
CCc1nc2ccccc2c(C(=O)OCC(=O)NC(=O)c2cccn2C)c1C	-26	8	5	-11	-3	-13	2	0	5	1
CCOC(=O)NCC(C)(C)CNC(=O)OCC	-1	-1	3	10	5	4	-3	4	-3	-2
CC(C)N(C(=O)COC(=O)[C@@H]1CC(O)CN1S(=O)(=O)c1ccc(C(C)(C)C)cc1)C(C)C (stereo partly specified)	-3	-10	-1	2	-1	3	4	2	-1	0
Cc1cc(Oc2ccc(=O)n(C)n2)nc(SCCOc2ccccc2)n1	7	-5	5	7	-1	-2	-3	1	1	-5
COc1cccc(OCC(=O)N(Cc2nc(-c3ccc(Cl)cc3)no2)C(C)C)c1	-44	0	-4	-7	5	-7	-2	0	1	1
CC(C)c1cc(-c2cc(C(=O)NCc3ccccc3)on2)nc(NCC2CC2)n1	-25	2	4	-12	13	-8	-5	1	1	0
COc1ccc(C)cc1NC(=O)C1CCCN1S(=O)(=O)c1ccc2c(c1)CCC(=O)N2 (stereo unspecified)	19	5	0	6	1	9	2	-4	0	-4

Taken from above.
COc1cccc(OCC(=O)N(Cc2nc(-c3ccc(Cl)cc3)no2)C(C)C)c1 | mABHD4 FP = -7
COc1ccc(-c2nc(C=O)cs2)cc1 | MBD2 DNA inh = -5
O=C(C1CCCO1)N1CCc2ccccc21 (stereo unspecified) | PRMT1 inh = 3

(more compounds)
SMILES	HTRA1 inhibitor	rCAG RNA binder	NPR2 activator	SIAE primary	TCR-CD3 inh	mABHD4 FP	MBD2 DNA inh	UHRF1 binding	GC-A act	PRMT1 inh
COc1ccc2ccccc2c1C1CC(=O)N2CN(C3CCCCC3)CSC2=C1C#N (stereo unspecified)	-26	39*	4	-20	4	23	0	-7	-3	20
COC(=O)C1(C(=O)OC)NOC2C(=O)N(N(C)c3ncc(C(F)(F)F)cc3Cl)C(=O)C21 (stereo unspecified)	1	9	0	-2	-4	5	-2	2	4	2
CCOC(=O)Cc1csc(NC(=O)CSc2nc(=O)[nH]c3c2CCC3)n1	2	-1	-3	-3	9	0	0	-2	0	2
Cc1cccc2cc(C(c3nnnn3Cc3ccccc3)N3CCCc4ccccc43)c(=O)[nH]c12 (stereo unspecified)	0	6	-3	9	3	5	-1	-8	-5	26*
Cc1ccc2c(C)c(C(=O)N3CCN(C4CCS(=O)(=O)C4)CC3)oc2c1C (stereo unspecified)	-2	-7	-2	3	0	7	5	1	4	0
Cc1sc(NC(=O)CN(CCc2ccccc2)C(=O)C2CC2)c(C(N)=O)c1C	2	-2	-5	-5	-10	-12	-4	3	-6	-1
CC(C)NC(=O)C1CCN(C(=O)C(C(=O)c2ccccc2)n2cc(Cl)ccc2=O)CC1 (stereo unspecified)	6	10	-4	5	-10	-5	4	-5	7	3
CCC(C)[C@H](NC(=O)[C@@H]1CSC2c3ccccc3C(=O)N21)C(=O)NCc1ccco1 (stereo partly specified)	-1	6	1	0	-3	2	1	0	-1	5
C=CCNC(=O)C(=O)N/N=C/c1cccc(Br)c1	-53	-4	2	-1	4	-2	-3	-2	3	-6

Some of the entries so far, with values under each structure.
The line under a structure holds: HTRA1 inhibitor, rCAG RNA binder, NPR2 activator, SIAE primary, TCR-CD3 inh, mABHD4 FP, MBD2 DNA inh, UHRF1 binding, GC-A act, PRMT1 inh
> CNC(=O)COc1ccc(S(=O)(=O)Nc2ccc(OC)cc2)cc1
  3, 1, 0, 0, 6, 0, 1, 1, 1, -3
> COc1cccc(/C=c2/s/c(=C(\C#N)C(=O)N3CCOCC3)n(-c3ccccc3)c2=O)c1
  2, 2, 4, -5, 6, 5, -2, 0, 1, -3
> CN(C)c1nc(N)c([N+](=O)[O-])c(NCC2CCCO2)n1 (stereo unspecified)
  ., -2, 3, 9, 5, 1, -1, -1, -2, -2

Only part of the results is shown; count on the stated rates, not on these rows.
